Screening data from PubChem BioAssay.
M4 ag – human M4 muscarinic receptor agonists, primary screen, CHO-K1 cells, Fluo-8 calcium fluorescence | Muscarinic acetylcholine receptor M4 (Homo sapiens), P08173 | hit rate 0.14% among 360,000 | CHO-K1 hM4/Gqi5; vehicle 0%, full acetylcholine response 100% | activation, % at 3 µM | AID 624127, 2012;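 active = activation above the run mean over all test wells plus 3 SD, cut at about 32% in these data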;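 also: peak over basal fluorescence ratio per well then scaled between controls; 0% = DMSO wells and 100% = acetylcholine at EC100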
Target sequence (P08173 whole entry, looked up): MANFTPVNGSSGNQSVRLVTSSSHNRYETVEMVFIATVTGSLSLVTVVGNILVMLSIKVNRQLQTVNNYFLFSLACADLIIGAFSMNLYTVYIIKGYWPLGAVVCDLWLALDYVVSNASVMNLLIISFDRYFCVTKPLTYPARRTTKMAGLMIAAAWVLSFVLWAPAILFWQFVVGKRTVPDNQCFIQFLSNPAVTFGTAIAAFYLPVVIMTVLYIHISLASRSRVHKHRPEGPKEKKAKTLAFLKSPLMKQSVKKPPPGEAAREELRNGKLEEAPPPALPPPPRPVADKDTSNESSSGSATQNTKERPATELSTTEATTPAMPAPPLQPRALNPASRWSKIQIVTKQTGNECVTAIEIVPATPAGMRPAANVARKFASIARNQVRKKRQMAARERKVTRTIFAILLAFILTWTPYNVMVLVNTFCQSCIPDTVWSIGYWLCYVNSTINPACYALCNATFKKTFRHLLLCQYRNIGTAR
M5 PAM – human M5 muscarinic receptor positive allosteric modulators, primary screen, CHO-K1 cells, Fluo-8 calcium fluorescence | AID 624038, 2012 | CHO-K1 hM5, ACh EC20 PAM; 0% = ACh EC20, 100% = ACh EC100 | Muscarinic acetylcholine receptor M5 (Homo sapiens), P08912 | activation, % at 3 µM | hit rate 0.3% among 360,000;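 active = activation above the run cutoff, the mean activation of all test compounds plus 3 SD, cut at about 18% in these data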
Target sequence (P08912 whole entry, looked up): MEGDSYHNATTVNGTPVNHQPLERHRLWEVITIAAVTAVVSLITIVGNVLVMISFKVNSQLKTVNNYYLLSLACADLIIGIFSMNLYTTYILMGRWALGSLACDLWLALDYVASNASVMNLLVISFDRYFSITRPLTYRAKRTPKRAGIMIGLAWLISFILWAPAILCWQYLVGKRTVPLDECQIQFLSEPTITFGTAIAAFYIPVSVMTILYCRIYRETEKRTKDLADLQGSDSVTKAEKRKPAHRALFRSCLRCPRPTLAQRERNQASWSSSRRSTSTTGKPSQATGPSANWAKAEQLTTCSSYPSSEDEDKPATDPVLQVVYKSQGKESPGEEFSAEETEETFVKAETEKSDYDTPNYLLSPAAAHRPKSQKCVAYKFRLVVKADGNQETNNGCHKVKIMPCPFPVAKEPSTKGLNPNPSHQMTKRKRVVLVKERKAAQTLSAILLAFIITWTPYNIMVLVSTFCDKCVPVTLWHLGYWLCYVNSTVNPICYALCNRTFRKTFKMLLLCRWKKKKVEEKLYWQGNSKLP
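Replicates: One well per compound, no replicates | System: Human M5 receptor in CHO-K1 cells | Benchmarks: Low control EC20 acetylcholine (0%), high control EC100 acetylcholine (100%) | Probe or stimulus: Acetylcholine, EC20 level | Times: Fluo-8 loading 80 min at 37 °C plus 30 min room temperature | Signal: Intracellular calcium via Fluo-8 fluorescence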
M4 antag – human M4 muscarinic receptor antagonists, primary screen, CHO cells, Fluo-8 calcium fluorescence; hit rate 0.73% among 360,000; inhibition, % at 3 µM; AID 624125, 2012; Muscarinic acetylcholine receptor M4 (Homo sapiens), P08173; CHO-hM4 cells, ACh EC80;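 active = inhibition above its plate's cutoff, the mean inhibition of sample wells plus 3 SD, cut at about 27% in these data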;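 also: 0% = acetylcholine EC80 with DMSO and 100% = DMSO without agonist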
IDE inh – human IDE inhibitors in live cells, primary screen, fluorescence polarization, HEK cells, FAbetaB substrate. Insulin-degrading enzyme (Homo sapiens), P14735. FAbetaB cleavage. inhibition, % at 5.59 µM. hit rate 0.41% among 320,000;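 active = percent inhibition above the average of all tested compounds plus 3 SD, set per screening campaign, cut at about 16% in these data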;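 also: IDE supplied by intact live HEK cells; FP after avidin binding of uncleaved biotin substrate so inhibition keeps polarization high; 0% = DMSO wells and 100% = 60 µM reference IDE inhibitor Ii1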
CHRM4 PAM – human M4 muscarinic receptor positive allosteric modulators, primary screen, CHO-K1 cells, Fluo-8 calcium fluorescence; activation, % at 3 µM; hit rate 0.4% among 360,000; AID 624126, 2012; Muscarinic acetylcholine receptor M4 (Homo sapiens), P08173; CHO-K1 hM4/Gqi5, ACh EC20; 0% = ACh EC20, 100% = maximal ACh;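 active = activation above its plate's cutoff, the mean activation of sample wells plus 3 SD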; also: some results filed as inactive read as strong as hits
M5 ag – human M5 muscarinic receptor agonists, primary screen, CHO-K1 cells, Fluo-8 calcium fluorescence; hit rate 0.19% among 360,000; activation, % at 3 µM; CHO-K1 hM5 cells; 0% DMSO wells, 100% maximal acetylcholine response;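 active = activation above the run's mean over test compounds plus 3 SD, cut at about 23% in these data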;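 also: signal is peak over basal fluorescence ratio across the kinetic read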
M5 antag – human M5 muscarinic receptor antagonists, primary screen, CHO cells, Fluo-8 calcium fluorescence. inhibition, % at 3 µM. CHO-hM5 cells, ACh EC80. AID 624040, 2012. hit rate 0.59% among 360,000;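 active = inhibition above a per-plate cutoff, the mean of that plate's test compounds plus 3 SD, cut at about 27% in these data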;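 also: 0% = acetylcholine EC80 with DMSO and 100% = DMSO without agonist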
CRFR2-BP antag – antagonists of CRF-BP/CRF-R2 complex, primary screen, cell-based, HEK293, calcium dye fluorescence, uHTS. inhibition, % at 11.8 µM. hit rate 0.59% among 350,000. CRF-induced calcium fluorescence;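 active = inhibition of the ligand-induced calcium signal above about 50% at the single tested concentration, limit read from the data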
CRFBP-R2 agonist – agonists of CRF-BP/CRF-R2 complex, primary screen, cell-based, HEK293, calcium dye fluorescence, uHTS; CRF-binding protein / CRF receptor 2 complex (human); calcium dye fluorescence (FLIPR); percent of saturating CRF peptide response; activation, % at 13.2 µM; hit rate 0.46% among 350,000; AID 588473, 2011;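 active = activation of at least 50%, plus an integration ratio under a set limit after plate pattern correction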;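 also: plate controls were neutral control wells without compound for no effect and CRF at EC100 for full effect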
* hit, by the source's call.

What do the screens show for `Cc1ccccc1C(=O)N1CCC(C(=O)N(CC(C)C)c2c(N)n(CC(C)C)c(=O)[nH]c2=O)CC1`?
M4 ag: 1; M5 PAM: -14; M4 antag: -2; IDE inh: 5; CHRM4 PAM: 11; M5 ag: 1; M5 antag: 7; CRFR2-BP antag: -5; CRFBP-R2 agonist: 1.9

How did CCCN(c1ccc(OCC)cc1)S(=O)(=O)c1ccc2c(c1)CCN2C(=O)CCC(=O)O do in these assays?
M4 ag: 0; M5 PAM: 11; M4 antag: 14; IDE inh: 0; CHRM4 PAM: 12; M5 ag: 1; M5 antag: -7; CRFR2-BP antag: 19; CRFBP-R2 agonist: 1.7

Results for COc1cccc(CNC(=O)CN(C)S(=O)(=O)c2ccc3c(c2)c(=O)n(C)c(=O)n3C)c1 ?
M4 ag: 4; M5 PAM: 4; M4 antag: -19; IDE inh: 3; CHRM4 PAM: 10; M5 ag: -2; M5 antag: -5; CRFR2-BP antag: 4; CRFBP-R2 agonist: -6.4

What do the screens show for `COc1ccc(C2(c3ccc(O)cc3O)CC(c3ccccc3Cl)NC(=S)N2)cc1` (stereo not given)?
M4 ag: 3; M5 PAM: -2; M4 antag: 5; IDE inh: 1; CHRM4 PAM: 11; M5 ag: 2; M5 antag: 6; CRFR2-BP antag: -46; CRFBP-R2 agonist: 1.9

What do the screens show for `Cc1cccc(C)c1OCC(=O)NCC1CCCO1` (stereo not given)?
M4 ag: 1; M5 PAM: 7; M4 antag: -1; IDE inh: -4; CHRM4 PAM: 6; M5 ag: 1; M5 antag: 2; CRFR2-BP antag: 2; CRFBP-R2 agonist: 3.4

Results for CC(C)NC(=S)Nc1ccc2nc3n(c(=O)c2c1)CCCCC3 ?
M4 ag: 2; M5 PAM: -11; M4 antag: 17; IDE inh: -6; CHRM4 PAM: -11; M5 ag: -3; M5 antag: 10; CRFR2-BP antag: -34; CRFBP-R2 agonist: -0.9

Results for CCCCOP(=O)(OCCCC)C(O)c1ccc(N(C)C)cc1 (stereo not given) ?
M4 ag: 1; M5 PAM: -2; M4 antag: 0; IDE inh: 0; CHRM4 PAM: -6; M5 ag: 0; M5 antag: 4; CRFR2-BP antag: -5; CRFBP-R2 agonist: 0.1

What do the screens show for `O=C(c1ccccc1NS(=O)(=O)c1ccc([N+](=O)[O-])cc1[N+](=O)[O-])N1O[C@@H]2C=C[C@H]1C2`?
M4 ag: 0; M5 PAM: 1; M4 antag: -6; CHRM4 PAM: 11; M5 ag: 0; M5 antag: -2; CRFR2-BP antag: -3; CRFBP-R2 agonist: -1.6

What do the screens show for `CN(CC(O)COCc1ccc2c(c1)OCO2)C1CCCCC1` (stereo not given)?
M4 ag: 1; M5 PAM: 1; M4 antag: 4; IDE inh: 2; CHRM4 PAM: 2; M5 ag: -5; M5 antag: -2; CRFR2-BP antag: -4; CRFBP-R2 agonist: 1.6

What do the screens show for `COCCN(C(=S)Nc1c(C)cc(C)cc1C)C(C)c1cccnc1` (stereo not given)?
M4 ag: 0; M5 PAM: 9; M4 antag: 7; IDE inh: 3; CHRM4 PAM: 1; M5 ag: 0; M5 antag: 5; CRFR2-BP antag: -1; CRFBP-R2 agonist: -0.8

What do the screens show for `CCOc1ccc(S(=O)(=O)N2CCN(C(=O)c3cc(S(=O)(=O)N4CCOCC4)ccc3C)CC2)cc1`?
M4 ag: 4; M5 PAM: -2; M4 antag: 3; CHRM4 PAM: -5; M5 ag: -3; M5 antag: 4; CRFR2-BP antag: -5; CRFBP-R2 agonist: -0.2

Results for CCN(CC)S(=O)(=O)c1ccc2[nH]c(=O)cc(C(=O)Nc3ccc(C)c(S(=O)(=O)N(CC)CC)c3)c2c1 ?
M4 ag: 1; M5 PAM: 1; M4 antag: 4; IDE inh: 8; CHRM4 PAM: -3; M5 ag: 0; M5 antag: 5; CRFR2-BP antag: -4; CRFBP-R2 agonist: -0.6

What do the screens show for `O=c1cc(C(F)(F)F)nc(-n2[nH]c3c(c2=O)CCCC3)[nH]1`?
M4 ag: 2; M5 PAM: 1; M4 antag: -2; IDE inh: 12; CHRM4 PAM: 2; M5 ag: 5; M5 antag: -3; CRFR2-BP antag: 15; CRFBP-R2 agonist: 11

What do the screens show for `O=C(O)c1ccc2c(c1)N(Cc1cccc(F)c1)C(=O)CS2`?
M4 ag: 0; M5 PAM: 4; M4 antag: 2; IDE inh: -2; CHRM4 PAM: 2; M5 ag: 3; M5 antag: 2; CRFR2-BP antag: 8; CRFBP-R2 agonist: -0.8

What do the screens show for `CCN(C[C@H]1N[C@@](Cc2ccccc2)(C(=O)OC)[C@H]2C(=O)N(Cc3ccccc3)C(=O)[C@@H]12)C(=O)COC`?
M4 ag: 1; M5 PAM: 0; M4 antag: -2; IDE inh: 2; CHRM4 PAM: 5; M5 ag: 1; M5 antag: 4; CRFR2-BP antag: -1; CRFBP-R2 agonist: -2.0

How did O=C(NC(=S)NC1CCSC1=O)c1ccccc1F (stereo not given) do in these assays?
M4 ag: 0; M5 PAM: 0; M4 antag: 2; IDE inh: 5; CHRM4 PAM: -1; M5 ag: -1; M5 antag: -5; CRFR2-BP antag: -9; CRFBP-R2 agonist: -1.6

Results for Cc1nnc(NC(=O)CSc2nnc(CC(=O)Nc3ccccc3Cl)n2C)s1 ?
M4 ag: 1; M5 PAM: 4; M4 antag: -15; IDE inh: 1; CHRM4 PAM: 9; M5 ag: -1; M5 antag: 0; CRFR2-BP antag: -3; CRFBP-R2 agonist: 0.4

What do the screens show for `CC(=O)Nc1cccc(N2C(=O)CC(Cc3ccccc3)C2=O)c1` (stereo not given)?
M4 ag: 4; M5 PAM: -6; M4 antag: -6; IDE inh: -1; CHRM4 PAM: -1; M5 ag: 2; M5 antag: -1; CRFR2-BP antag: -2; CRFBP-R2 agonist: -2.1

What do the screens show for `O=C(NCCc1ccccc1)c1ccc2c(c1)N(Cc1ccccc1)C(=O)CS2=O` (stereo not given)?
M4 ag: 6; M5 PAM: -13; M4 antag: -2; IDE inh: 2; CHRM4 PAM: -14; M5 ag: -1; M5 antag: 1; CRFR2-BP antag: 24; CRFBP-R2 agonist: -0.6

What do the screens show for `Cc1ccc(-n2nnnc2CNC(=O)c2ccc3c(c2)OCO3)cc1C`?
M4 ag: 1; M5 PAM: -9; M4 antag: 63*; IDE inh: -1; CHRM4 PAM: -14; M5 ag: -10; M5 antag: 12; CRFR2-BP antag: 6; CRFBP-R2 agonist: -1.1

What do the screens show for `Cc1ccc(O)c(C(=O)c2cc(C#N)c(=O)n(-c3c(C)n(C)n(-c4ccccc4)c3=O)c2)c1`?
M4 ag: 16; M5 PAM: -17; M4 antag: -19; IDE inh: 7; CHRM4 PAM: 2; M5 ag: 8; M5 antag: 4; CRFR2-BP antag: -17; CRFBP-R2 agonist: 48

What do the screens show for `Cc1ccc(C)c(S(=O)(=O)N2CCCC2CNC(=O)c2ccc([N+](=O)[O-])cc2)c1` (stereo not given)?
M4 ag: 3; M5 PAM: -7; M4 antag: 3; IDE inh: -4; CHRM4 PAM: 13; M5 ag: -4; M5 antag: 10; CRFR2-BP antag: -2; CRFBP-R2 agonist: -3.5

Results for Cc1cc(C(=O)NCCCN(C)C)c2ccccc2n1 ?
M4 ag: 2; M5 PAM: 1; M4 antag: -6; CHRM4 PAM: 12; M5 ag: -2; M5 antag: -10; CRFR2-BP antag: 7; CRFBP-R2 agonist: 0.5

How did CC(Sc1nnc(C2CC2)n1C1CC1)C(=O)N(C)C1(C#N)CCCCC1 (stereo not given) do in these assays?
M4 ag: 1; M5 PAM: 4; M4 antag: 3; IDE inh: -1; CHRM4 PAM: 7; M5 ag: 3; M5 antag: 1; CRFR2-BP antag: 6; CRFBP-R2 agonist: 0.4

Results for Nc1nonc1-n1nnc(C(=O)N/N=C/c2ccc(Br)cc2)c1-c1ccc2c(c1)OCO2 ?
M4 ag: 27; M5 PAM: 9; M4 antag: -7; IDE inh: 3; CHRM4 PAM: 14; M5 ag: 11; M5 antag: -5; CRFR2-BP antag: -86; CRFBP-R2 agonist: 1.7

Results for CN(C)c1ccc(N2CN=C3SCC(=O)N3C2)cc1 ?
M4 ag: 1; M5 PAM: -4; M4 antag: -2; IDE inh: 0; CHRM4 PAM: 0; M5 ag: 1; M5 antag: -4; CRFR2-BP antag: -6; CRFBP-R2 agonist: -0.1

Results for O=C(O)c1cccc(NC(=S)NC(=O)c2ccc(-c3ccc(Cl)cc3)o2)c1 ?
M4 ag: 1; M5 PAM: 5; M4 antag: -5; IDE inh: 1; CHRM4 PAM: 7; M5 ag: 1; M5 antag: -4; CRFR2-BP antag: 27; CRFBP-R2 agonist: -6.5

What do the screens show for `CC1(C)CC(=O)C=C(c2ccc(COC(=O)c3ccc(-c4ccccc4)cc3)cc2)C1=O`?
M4 ag: 1; M5 PAM: 1; M4 antag: -1; CHRM4 PAM: 2; M5 ag: 2; M5 antag: -3; CRFR2-BP antag: -11; CRFBP-R2 agonist: 2.5

Part of the list above in order of formula weight, low to high.
Results for CN(C)c1ccc(N2CN=C3SCC(=O)N3C2)cc1 ?
M4 ag: 1; M5 PAM: -4; M4 antag: -2; IDE inh: 0; CHRM4 PAM: 0; M5 ag: 1; M5 antag: -4; CRFR2-BP antag: -6; CRFBP-R2 agonist: -0.1

How did CC(Sc1nnc(C2CC2)n1C1CC1)C(=O)N(C)C1(C#N)CCCCC1 (stereo not given) do in these assays?
M4 ag: 1; M5 PAM: 4; M4 antag: 3; IDE inh: -1; CHRM4 PAM: 7; M5 ag: 3; M5 antag: 1; CRFR2-BP antag: 6; CRFBP-R2 agonist: 0.4

Results for O=C(O)c1cccc(NC(=S)NC(=O)c2ccc(-c3ccc(Cl)cc3)o2)c1 ?
M4 ag: 1; M5 PAM: 5; M4 antag: -5; IDE inh: 1; CHRM4 PAM: 7; M5 ag: 1; M5 antag: -4; CRFR2-BP antag: 27; CRFBP-R2 agonist: -6.5

What do the screens show for `Cc1ccc(O)c(C(=O)c2cc(C#N)c(=O)n(-c3c(C)n(C)n(-c4ccccc4)c3=O)c2)c1`?
M4 ag: 16; M5 PAM: -17; M4 antag: -19; IDE inh: 7; CHRM4 PAM: 2; M5 ag: 8; M5 antag: 4; CRFR2-BP antag: -17; CRFBP-R2 agonist: 48

Results for Nc1nonc1-n1nnc(C(=O)N/N=C/c2ccc(Br)cc2)c1-c1ccc2c(c1)OCO2 ?
M4 ag: 27; M5 PAM: 9; M4 antag: -7; IDE inh: 3; CHRM4 PAM: 14; M5 ag: 11; M5 antag: -5; CRFR2-BP antag: -86; CRFBP-R2 agonist: 1.7
